From PubChem
PLC-gamma1 inh = blocks human PLC-gamma1 enzyme activity | 370,000 compounds, 0.84% hits | inhibition, % at 12.2 µM | purified PLC-gamma1, fluorogenic substrate, fluorescence | AID 720700; in the data active = inhibition above about 9.5%
NR1D1 modulator = modulators of human Rev-erb alpha DNA binding; Rev-erbα–FITC-DNA binding, fluorescence polarization, 90 min; 370,000 compounds, 0.79% hits; P20393; activity, % at 10 µM;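 active = activity above about 14%, limit read from the data; passing the limit was not always enough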;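 also: 0% = DMSO wells with 35 nM protein and 100% = DMSO wells with 750 nM protein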
Tn6 DDE FP = disrupts Tn6 cyclic peptide binding to fibrin D-Dimer-E complex | Fibrin DD(E) TRITC-Tn6 fluorescence polarization displacement | P02675 | AID 720509 | inhibition, % at 8.3 µM | 370,000 compounds, 0.21% hits;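 active = inhibition above a per-campaign cutoff: mean of compounds within control limits plus 3 SD, cut at about 15% in these data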;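 also: 0% = median of all compound wells on the plate and 100% = blocking peptide control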
PLCb3 inh = PLC-beta3 (human) inhibition, primary screen; inhibition, % at 12.2 µM; AID 720704; Purified PLC-beta3, fluorogenic substrate, fluorescence; 370,000 compounds, 0.18% hits; Q01970; in the data active = inhibition above about 11%;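 also: 0% = median of compound wells on plate and 100% = full blocker control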
ARFGAP1 inh = inhibitors of rat ARFGAP1. Arfgap1-stimulated ARF1 GTP hydrolysis, GDP FP detection. inhibition, % at 16.5 µM. 360,000 compounds, 0.26% hits. AID 651572;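 active = inhibition above a per-plate limit, mean inhibition of low control wells plus 3 SD, cut at about 25% in these data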;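 also: 0% = DMSO wells with enzyme and 100% = wells lacking Arfgap1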
Target sequence (Q62848 1-136 limits assumed): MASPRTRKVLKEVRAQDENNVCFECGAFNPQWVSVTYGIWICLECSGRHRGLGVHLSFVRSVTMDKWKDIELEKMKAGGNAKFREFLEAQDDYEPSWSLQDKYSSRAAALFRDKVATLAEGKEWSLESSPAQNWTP
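Material: rat Arfgap1 GAP domain (His6, aa 1-136), purified enzyme. Also added: human ARF1(Δ1-17)-GTP substrate. Compound dosing: 16.5 µM single point, 1.26% DMSO. Timing: enzyme reaction 120 min at 25 °C after 20 min preincubation. Signal: GDP detection by fluorescence polarization. Read-out basis: percent inhibition of GAP-stimulated GDP formation, scaled between DMSO and no-Arfgap1 medians.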
UHRF1 MBD2 ctr = blocks human UHRF1 binding to methylated DNA; UHRF1 binding to methylated oligo, TR-FRET; inhibition, % at 4.4 µM; 370,000 compounds, 0.75% hits; AID 687016; in the data active = inhibition above about 21%;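 also: UHRF1 SRA domain binding a hemimethylated CpG hairpin DNA probe; 0% = median of test compound wells and 100% = reference inhibitor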
proKLK7 act = proKLK7 (human) activation, primary screen; purified proKLK7, EDANS-DABCYL substrate fluorescence; 100% is mature enzyme control, 0% vehicle; 370,000 compounds, 0.9% hits; activation, % at 7 µM; AID 652039;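 active = activation above the mean of all tested compounds plus 3 SD, computed per campaign excluding outliers beyond control limits, cut at about 13% in these data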
Target sequence (P49862 whole entry, looked up): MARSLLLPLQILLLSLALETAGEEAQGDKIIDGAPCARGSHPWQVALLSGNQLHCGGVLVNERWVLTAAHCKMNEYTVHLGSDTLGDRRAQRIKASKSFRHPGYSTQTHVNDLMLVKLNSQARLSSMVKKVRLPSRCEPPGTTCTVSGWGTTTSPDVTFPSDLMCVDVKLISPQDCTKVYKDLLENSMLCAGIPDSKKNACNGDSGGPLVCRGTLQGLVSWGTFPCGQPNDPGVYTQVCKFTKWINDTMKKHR
ASAP1 inh = inhibitors of human ASAP1 ArfGAP activity | 360,000 compounds, 0.19% hits | Q9ULH1 | inhibition, % at 16.5 µM | ASAP1-stimulated ARF1 GTP hydrolysis, GDP FP detection; in the data active = inhibition above about 25%;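 also: 0% = vehicle with enzyme and substrate and 100% = no enzyme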
Target sequence (Q9ULH1 325-724 limits assumed): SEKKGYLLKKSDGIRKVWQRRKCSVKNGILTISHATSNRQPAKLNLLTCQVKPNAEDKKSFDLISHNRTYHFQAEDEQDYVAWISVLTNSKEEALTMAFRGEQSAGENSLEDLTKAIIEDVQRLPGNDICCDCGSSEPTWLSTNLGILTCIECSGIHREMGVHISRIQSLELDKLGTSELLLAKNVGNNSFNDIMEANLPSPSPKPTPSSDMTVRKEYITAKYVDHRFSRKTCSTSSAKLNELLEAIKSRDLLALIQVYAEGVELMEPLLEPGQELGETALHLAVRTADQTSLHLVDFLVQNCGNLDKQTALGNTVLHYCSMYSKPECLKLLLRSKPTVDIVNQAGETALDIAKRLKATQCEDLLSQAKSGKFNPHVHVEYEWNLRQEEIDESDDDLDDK
Tn7 DDE FP = inhibitors of Tn7 peptide binding to human fibrin DD(E) | AID 720508 | 370,000 compounds, 0.13% hits | FP displacement of FITC-Tn7 peptide from fibrin DD(E); 0% = median of compound wells per plate | P02675 | inhibition, % at 8.3 µM;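 active = inhibition above the mean of compounds falling within the control limits plus 3 SD of them, cut at about 14% in these data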;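 also: 0% = plate median of compound wells and 100% = 10 µM Aha-Tn7 peptide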
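Assay system: human fibrin DD(E). Input: DD(E) 2 µM final. Medium: Tris buffer with calcium and detergent, pH 7.8. Compound dosing: single point at 8.3 µM. Timing: 10 min plus 3 h, room temperature. Technique: fluorescence polarization of the labelled Tn7 tracer. Read-out: percent inhibition. Replicates: singlicate testing.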
HGIII-sPLA2 inh = Inhibits HGIII-sPLA2 liposome hydrolysis, primary screen; Q9NZ20; QFRET BODIPY PC-A2 liposome hydrolysis, fluorescence; inhibition, % at 12.2 µM; 370,000 compounds, 0.56% hits;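 active = inhibition above mean plus 3 SD of compounds lying within the high and low control bounds, cut at about 19% in these data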;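 also: 0% = median of test compound wells and 100% = no enzyme DMSO wells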
Starred values were filed as active, the others as inactive.

SMILES	PLC-gamma1 inh	NR1D1 modulator	Tn6 DDE FP	PLCb3 inh	ARFGAP1 inh	UHRF1 MBD2 ctr	proKLK7 act	ASAP1 inh	Tn7 DDE FP	HGIII-sPLA2 inh
c1coc(CNc2c3c(nc4ncnn24)CCC3)c1	-1	0	0	-1	12	1	0.0	10	4	9
CC1=C(C)CS(=O)N(S(=O)(=O)c2ccc(Cl)cc2)C1 (centres undefined)	-1	1	-9	0	0	2	-0.5	-11	4	3
CC1(C)CC(=O)C=C(c2ccc(COC(=O)c3ccc(-c4ccccc4)cc3)cc2)C1=O	2	-2	8	4	5	1	0.4	8	3	2
COc1ccc(-n2c(/C=C3\C(=O)N(C)c4ccccc43)nc3ccccc3c2=O)cc1	-2	-1	-2	-8	2	3	-0.3	-9	5	9
Cc1cccc(C)c1NC(=O)c1ccc(-c2ccc(Cl)cc2Cl)o1	3	-3	-5	-7	2	0	0.3	5	-2	1
C=CCNC(=O)c1ccccc1S(=O)c1ccccc1C#N (centres undefined)	3	2	-12	4	4	2	0.6	19	-5	6
Cn1nnnc1SCc1cn2cccnc2n1	-300	-2	6	-344	1	1	3.8	1	0	2
CC(C)(C)c1ccc(CN(Cc2ccco2)Cc2nnnn2C2CCCC2)cc1	1	2	0	-2	14	-4	-0.1	-10	6	-11
CCCCCC[N+](C)(C)CCSSCC[N+](C)(C)CCCCCC	2	-2	-7	-5	1	0	0.1	-5	-2	-1
Cc1cc(OCC(=O)NCc2cccnc2)c2c(C)c(C)c(=O)oc2c1	-39	-5	4	-68	3	0	1.4	-2	2	4
Nc1cc(C(F)(F)F)ccc1N1CCOCC1	-9	-2	3	-16	3	1	1.5	9	0	6
CCOC(=O)c1c(C)[nH]c(C)c1C(=O)CSc1nc2ccccc2c(=O)n1-c1ccc(F)cc1	-1	10	4	0	2	0	-1.0	6	5	-34

Compound profiles, as listed above.
Listed for COc1ccc(-n2c(/C=C3\C(=O)N(C)c4ccccc43)nc3ccccc3c2=O)cc1 = PLC-gamma1 inh = -2; NR1D1 modulator = -1; Tn6 DDE FP = -2; PLCb3 inh = -8; ARFGAP1 inh = 2; UHRF1 MBD2 ctr = 3; proKLK7 act = -0.3; ASAP1 inh = -9; Tn7 DDE FP = 5; HGIII-sPLA2 inh = 9
Listed for Cc1cc(OCC(=O)NCc2cccnc2)c2c(C)c(C)c(=O)oc2c1 = PLC-gamma1 inh = -39; NR1D1 modulator = -5; Tn6 DDE FP = 4; PLCb3 inh = -68; ARFGAP1 inh = 3; UHRF1 MBD2 ctr = 0; proKLK7 act = 1.4; ASAP1 inh = -2; Tn7 DDE FP = 2; HGIII-sPLA2 inh = 4

Remaining list, next part
SMILES	PLC-gamma1 inh	NR1D1 modulator	Tn6 DDE FP	PLCb3 inh	ARFGAP1 inh	UHRF1 MBD2 ctr	proKLK7 act	ASAP1 inh	Tn7 DDE FP	HGIII-sPLA2 inh
O=C(Cn1c(C(F)(F)F)nc2ccccc21)c1ccc(Cl)cc1	2	3	-8	3	-5	2	-0.5	9	-3	-4
COC(=O)c1ccc(CSc2nc(C(F)F)cc(C)c2C#N)o1	-5	-1	-1	-14	-6	1	0.1	2	-7	-7
CC(NC(=O)Nc1ccc(F)cc1)c1ccc2c(c1)OCO2 (centres undefined)	4	-2	2	-1	13	-1	0.2	12	-2	0
Cc1ncsc1CCOC(=O)c1ccc([N+](=O)[O-])cc1	2	6	1	0	-6	3	0.3	2	-5	-1
c1coc(-c2ccnc3nc(-n4cccc4)nn23)c1	-32	-35	-11	-36	-5	-6	-0.1	6	-9	0
CCC(=O)c1ccc(OCC(O)CN(CCc2ccccc2)Cc2ccccc2)cc1 (centres undefined)	2	1	-4	0	13	0	0.5	3	-9	-33
CC(C)=CCc1c(O)ccc(C2COc3c(CC=C(C)C)c(O)cc(O)c3C2=O)c1O (centres undefined)	-12	-3	-6	-13	10	-2	-0.3	6	3	-9
O=C(Oc1cccc2c(O)cccc12)c1ccccc1Cl	-2	1	2	-4	2	0	0.4	-6	-1	-32
CCCS(=O)(=O)NC(=O)C1(C)CCCN(C(=O)c2cc(OC)c(OC)c(OC)c2)C1 (centres undefined)	6	-9	-3	7	7	1	0.5	-1	-11	12
NC(=O)c1ccsc1NC(=O)CSc1n[nH]c(N)n1	0	-2	-2	-4	6	1	0.2	-4	-3	-7
Cc1c(C(=O)OCC(=O)NCCN2C(=O)CSC2=O)oc2c1ccc1ccccc12	-43	2	3	-51	5	-2	-1.7	2	1	-50
COc1ccc(C(=O)CC(=O)C(=O)Nc2ccc(C)c(Cl)c2)cc1	-4	-1	1	-12	-7	-3	-0.6	0	-4	-2
CC(=O)Nc1nc(C(F)(F)F)cs1	0	-3	-6	1	2	-2	-0.4	8	-2	0
CC1(C(=O)NS(=O)(=O)c2ccc(Cl)s2)CCN1C(=O)Cc1ccccc1Cl (centres undefined)	0	2	-3	0	-1	1	-0.4	1	1	-11
CC(C)C(C)(C#N)NC(=O)CSc1nnc(-c2ccncc2)n1Cc1ccccc1 (centres undefined)	3	-1	5	6	4	4	-0.4	-11	-4	3
N#Cc1c(NC(=S)NC(=O)c2ccccc2)sc2c1CCCC2	-2	5	9	1	10	0	0.0	4	1	6
Nc1ccccc1S(=O)(=O)C(F)F	6	-1	3	-5	0	-1	0.3	13	1	2
CC(C)c1ccc(OCCCCN2CCCCC2)cc1	2	1	3	-5	0	2	-0.2	-10	-2	5
CCC(C)c1ccccc1NC(=O)COC(=O)c1ccc(C)c(NC(=O)c2ccco2)c1 (centres undefined)	3	8	-2	0	-5	-2	-0.1	8	0	-8
CCOC(=O)c1cc2c(=O)n3ccccc3nc2n(C)c1=NC(=O)c1c(-c2c(F)cccc2Cl)noc1C	-50	19	3	-68	14	0	3.8	0	-3	2
CC(C)CN(C(=O)c1cccc(S(=O)(=O)N2CCCCC2)c1)C1CCS(=O)(=O)C1 (centres undefined)	3	5	0	-7	1	0	0.0	4	-5	1
O=C(C1CCCO1)N1N=C(c2ccc(Br)cc2)CC1c1ccco1 (centres undefined)	2	1	0	0	-18	-7	-0.1	16	-3	-6
COc1ccc(Cc2nnc(SCc3nc4ccccc4c(=O)[nH]3)n2C)cc1	3	-3	-7	0	-1	-4	0.0	-5	-6	1
COC(=O)NC1CSCC1OC(=O)CCN1C(=O)c2ccccc2C1=O (centres undefined)	1	-1	-6	-2	-3	-2	0.2	5	-4	-2
CC(C)CNC(=O)c1ccc(C2SCC(=O)N2Cc2ccccc2)cc1 (centres undefined)	-7	4	3	-9	5	4	-0.3	6	-2	4
C=C(C)COc1ccc(-c2nc(N)nc(C)c2-c2ccc(OC)cc2)c(O)c1	-33	20	3	-31	-3	-1	-0.9	-7	-2	3
COc1ccc(OC)c(NC(=O)c2cc(-c3ccc(C)cc3O)n[nH]2)c1	2	-1	1	2	-10	-3	-0.3	-4	1	-2
Cc1ccc(OCc2nnc(SC3CCc4ccccc4C3=O)n2C)cc1 (centres undefined)	-8	0	-6	-9	-10	-4	-0.4	-17	3	-33
CCOc1cc(C(=O)Nc2ccc3c(c2)OCO3)ccc1OCCOc1ccccc1Cl	1	-3	2	-2	4	2	0.2	-2	3	0
CN(C)c1ncnc2c1ncn2C1OC(CO)C(O)C1O (centres undefined)	1	5	-10	1	13	-3	-0.3	8	-7	-6
Cc1ccc(C(=O)N(CC(=O)NC2CCCC2)Cc2cccs2)s1	4	1	6	5	10	2	-0.1	3	-2	5
O=C(O)c1cccc(NC(=O)c2cc(-c3cccc(Cl)c3)nc3ccccc23)c1	0	-5	-8	-1	1	-1	0.3	6	-6	-23
O=C(O)C1CCCCC1C(=O)Nc1nccs1 (centres undefined)	12*	4	-6	7	14	5	0.2	3	3	0
COCCn1c(Cc2ccccc2)nnc1SCC(=O)N1CCCC1=O	3	-3	6	-10	-8	1	0.7	-3	3	12
Cc1cc(C(=O)CSc2nc(N)cc(N)n2)c(C)n1CC1CCCO1 (centres undefined)	-7	8	-1	-9	4	-2	-0.2	-15	2	-9
Cc1nn(-c2ccccc2)c(Cl)c1/C=N/NC(=O)c1cccnc1	-1	-1	3	-2	4	0	-0.5	1	-2	2

Quoted from the listing:
`CC(C)CNC(=O)c1ccc(C2SCC(=O)N2Cc2ccccc2)cc1` (centres undefined) – HGIII-sPLA2 inh = 4
`Cc1ccc(OCc2nnc(SC3CCc4ccccc4C3=O)n2C)cc1` (centres undefined) – Tn6 DDE FP = -6

Next entries
SMILES	PLC-gamma1 inh	NR1D1 modulator	Tn6 DDE FP	PLCb3 inh	ARFGAP1 inh	UHRF1 MBD2 ctr	proKLK7 act	ASAP1 inh	Tn7 DDE FP	HGIII-sPLA2 inh
Cc1ccc(C(c2nnnn2C2CCCCC2)N(C)C2CCCCC2)cc1 (centres undefined)	-2	-3	8	6	3	2	0.2	-13	1	-2
COc1ccc(-c2nc(CC(=O)O)cs2)cc1OC	-10	2	1	-13	7	-2	0.6	-4	-6	1
Cc1cc(NC(=O)CSc2nnc(C3CC3)n2N)no1	4	-3	-4	-167	-2	-1	-0.1	1	-3	0
COc1ccccc1OCC(=O)Nc1nc(-c2ccc(S(=O)(=O)N3CCOCC3)cc2)cs1	-8	2	-9	-14	-8	4	-1.7	21	-6	-13
CSC1=NC(C(Cl)(Cl)Cl)N=C(c2ccc(C)cc2)N1 (centres undefined)	0	-1	5	-5	-9	-3	-0.3	18	7	4
O=C(Nc1cccc2ccccc12)c1csc([C@@H]2O[C@H](CO)[C@H](O)[C@H](O)[C@H]2O)n1	4	-4	-7	2	-3	0	-0.1	-17	2	1
CC(=O)NC1=NN(C(C)=O)C(c2sccc2C)S1 (centres undefined)	3	5	4	-1	0	1	-0.2	21	-1	2
CCC(OC(=O)CC1Sc2ccccc2NC1=O)C(=O)NCC1CCCO1 (centres undefined)	0	-4	-5	2	12	-3	-0.7	1	-11	-1
O=c1oc2ccccc2c(Nc2cc3ccccc3cc2O)c1[N+](=O)[O-]	-190	2	-5	-221	-8	0	-0.5	2	-7	-6
COc1ccc(NC(=O)CCCCCN2C(=O)c3ccccc3C2=O)c(OC)c1	-2	-8	2	-6	-9	-3	0.4	-10	2	-1
Cc1nc2sc(C(=O)OCC(=O)N3c4ccccc4CC3C)c(C)c2c(=O)[nH]1 (centres undefined)	-3	20*	-6	-6	-2	-2	0.3	4	3	-1
Cc1ccc(Cl)cc1NC(=O)C1CCCN(c2cnccn2)C1 (centres undefined)	-4	3	-4	-13	-3	1	0.1	-5	4	-1
O=C(NC(NC(=S)Nc1ccccc1C(=O)O)C(Cl)(Cl)Cl)c1cccc([N+](=O)[O-])c1 (centres undefined)	-5	2	7	-10	-7	6	0.6	0	-1	-10
Cc1ccc2cccc(OCC(=O)Nc3ccc4c(c3)OCO4)c2n1	0	0	-7	-6	-14	1	-0.1	2	-4	-4
CCN(CC)S(=O)(=O)c1ccc2c(c1)nc(CCC(=O)OCC(=O)Nc1cc(OC)cc(OC)c1)n2C	-1	5	-2	0	3	-1	0.3	-2	4	-19
CN(Cc1nc2ccccc2n1C)C(=O)c1cccs1	3	8	-11	1	-8	-1	-0.3	-5	-3	2
